Autofluor 339: intrinsic fluorescence of library compounds, ex339/em460 – biochemical, MLSMR library, data from DPM-DC assay, artefact control, profiling panel | compound autofluorescence, ex339/em460 nm, NADH buffer; stronger effect = higher value; 1 = no-compound wells, NADH background | fluorescence fold increase at 10 µM | 65,000 compounds, 5.5% hits | AID 709;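 active means at 10 µM, mean starting fluorescence two-fold or more over control wells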;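 further: signal is the first read of a kinetic run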
RORa activator: RORA (human) activation | CHO-K1 Gal4-RORA LBD luciferase reporter, luminescence; percent increase over mock-subtracted basal signal | activation, % at 10 µM | 65,000 compounds, 1.5% hits | AID 560;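 active means activation above the mean of all tested compounds plus 3 SD, cut at about 49% in these data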;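 further: 0% = DMSO-treated RORA cells and 100% = added signal equal to DMSO minus mock-transfected cells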
SF1 activator: SF-1 (human) activation. CHO-K1 Gal4-SF-1 LBD luciferase reporter; % increase over DMSO SF-1-specific signal. Q13285. AID 522. 65,000 compounds, 1.9% hits. activation, % at 10 µM;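 active means activation above the mean activation of all tested compounds plus 3 SD, cut at about 50% in these data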
Target sequence (Q13285 whole entry, looked up, the tested form may be a part): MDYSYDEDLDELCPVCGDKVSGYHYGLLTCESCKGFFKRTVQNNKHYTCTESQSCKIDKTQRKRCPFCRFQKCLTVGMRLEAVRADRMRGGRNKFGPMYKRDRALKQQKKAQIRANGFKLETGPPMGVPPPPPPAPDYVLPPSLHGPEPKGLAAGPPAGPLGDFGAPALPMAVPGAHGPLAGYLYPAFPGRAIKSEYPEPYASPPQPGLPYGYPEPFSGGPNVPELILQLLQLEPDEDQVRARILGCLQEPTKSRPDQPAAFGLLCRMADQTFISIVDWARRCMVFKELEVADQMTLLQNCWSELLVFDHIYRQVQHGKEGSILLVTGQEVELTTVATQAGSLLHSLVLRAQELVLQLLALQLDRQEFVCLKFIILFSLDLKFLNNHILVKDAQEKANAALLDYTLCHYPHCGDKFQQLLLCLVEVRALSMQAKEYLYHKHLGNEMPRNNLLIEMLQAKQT
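Material: Gal4–SF-1 LBD one-hybrid luciferase reporter in CHO-K1 cells | Amount: 4,000 cells per well | Compound dosing: 10 µM single point, 1% DMSO | Schedule: 20 h compound treatment, 37 °C | Measured by: SteadyLite luciferase luminescence | Evaluation: Percent activation versus DMSO | Control set: DMSO-treated SF-1-transfected cells as negative, DMSO-treated mock-transfected cells lacking SF-1 as background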
M1 ag: activates the M1 muscarinic receptor | CHO-M1 cells, Fluo-4 calcium fluorescence, agonist mode; stronger effect = higher value | B-score at 10 µM | 64,000 compounds, 3% hits;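 active means fluorescence rise, raw or as B-score row- and column-corrected plate score, outside the 99.7% band of its plate's samples, either direction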
Ec RNAP inh: blocks E. coli RNA polymerase transcription | inhibition, %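 (tested at 10 µM)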 | fluorescence transcription assay | P0A8V2 | 62,000 compounds, 0.2% hits; in the data active means inhibition above about 20%;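 further: 0% = enzyme without compound and 100% = no enzyme blank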
TNAP act mid DEA: human TNAP activation, intermediate phosphate acceptor. P05186. purified TNAP, CDP-star luminescence, 100 mM DEA, 30 min; stronger effect = higher value; scale: 0 levamisole-inhibited, 1 vehicle-only enzyme. activation factor at 20 µM. 64,000 tested, under 10 active;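 active means activation factor of at least 2 at 20 µM, relative to controls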
M1 antagonist: antagonists of rat M1 muscarinic receptor | P08482 | CHO-M1 cells, Fluo-4 calcium, ACh EC80 antagonist mode; stronger effect = lower value | B-score at 10 µM | 64,000 compounds, 3.4% hits;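 active means calcium fluorescence response, raw or row-and-column corrected B-score, differing from the plate sample mean either way at a set confidence level, mostly lower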
Target sequence (P08482 whole entry, looked up): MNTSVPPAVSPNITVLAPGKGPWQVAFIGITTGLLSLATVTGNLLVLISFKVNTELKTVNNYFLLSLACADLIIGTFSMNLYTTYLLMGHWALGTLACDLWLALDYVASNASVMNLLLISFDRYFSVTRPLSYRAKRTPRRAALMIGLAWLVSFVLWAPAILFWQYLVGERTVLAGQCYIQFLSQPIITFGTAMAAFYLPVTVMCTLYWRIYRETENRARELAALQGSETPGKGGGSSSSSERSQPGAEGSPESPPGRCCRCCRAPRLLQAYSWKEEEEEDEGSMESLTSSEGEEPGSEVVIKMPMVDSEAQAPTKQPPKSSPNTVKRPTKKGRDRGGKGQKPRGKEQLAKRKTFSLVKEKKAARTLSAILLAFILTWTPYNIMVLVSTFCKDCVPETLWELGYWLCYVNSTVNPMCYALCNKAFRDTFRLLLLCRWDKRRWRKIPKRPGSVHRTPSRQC
NADH enzymes: inhibition of NAD/NADH coupling enzymes, library profiling | AID 774 | 65,000 compounds, 0.02% hits | IC50, µM (doses to about 10 µM), without a hit: top-dose inhibition | coupled PK/LDH NADH assays, four targets;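 active means single-dose screening hits from any of four coupled enzyme assays that gave an IC50 when retested across doses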;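 further: the DPM-DC format reads NADH fluorescence rather than 340 nm absorbance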
Ecoli tolC: blocks growth of E. coli BW25113 tolC mutant. OD615. growth inhibition, % at 10 µM (by protocol). 65,000 compounds, 2.2% hits;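 active means growth inhibition at or above a cutoff equal to the mean over every tested compound plus 3 SD, cut at about 60% in these data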;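 further: growth measured after 20 h incubation at 37 °C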
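Test system: E. coli BW25113 ΔtolC::kan bacteria; incubation: 37 °C, 20 h exposure; medium: LB broth supplemented with 50 µg/mL kanamycin; read-out basis: percent growth inhibition; signal: A615 absorbance measurement; compound: 10 µM final, single dose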
* = called active by the depositor; · = no result given; [ ] = remark or other dose.

SMILES	Autofluor 339	RORa activator	SF1 activator	M1 ag	Ec RNAP inh	TNAP act mid DEA	M1 antagonist	NADH enzymes	Ecoli tolC
COc1ccccc1C(=O)Nc1ccc(-c2nnc(SCC(=O)O)n2C)cc1	0.98	-8	4	-0.0022	12	0.8	0.058	9%	-12
CCN(CC)S(=O)(=O)c1cc(C(=O)n2cccn2)c(Cl)cc1Cl	1.1	-9	5	-0.29	11	0.9	0.061	4%	-7
CCCn1nc(C(=O)NCc2ccccn2)c2ccccc2c1=O	1	-2	0	-1.3	15	1	1.1	6%	-3
COc1ccc2cc(C(c3nnnn3CCc3ccccc3)N3CCC(O)CC3)c(=O)[nH]c2c1 (stereo not drawn)	1.2	-10	-6	0.0077	9	0.9	-0.056	7%	4
Cc1ccc(NC(=O)CSC(N)=O)cc1Cl	1.1	-8	7	-1.5	-6	0.9	-0.016	3%	14
N#CC1=C(N)OC2=C(C(=O)CCC2)C12CCC1(CC2)OCCO1	1.1	1	-5	-0.07	5	0.9	0.024	5%	-18
COCCNc1ncnc2c1cnn2Cc1ccc(Cl)cc1	1.1	-2	15	3.1*	3	0.9	-0.96	0%	-2
c1ccc(OCc2nn3c(C4CCCCC4)nnc3s2)cc1	1.1	12	5	-0.67	3	0.9	0.15	0%	22
CC(C)NC(=O)CN(c1cccc(Br)c1)S(C)(=O)=O	1.1	-23	-8	0.019	·	0.9	-0.068	6%	-28
CCOC(=O)c1c(C)nc2c(c1C)/C(=N/O)CC(C)(C)C2	1.1	-3	-2	·	3	1	·	2%	-3
Cc1n[nH]c(C)c1S(=O)(=O)N1CCCC(C(=O)NCC2COc3ccccc3O2)C1 (stereo not drawn)	1.1	1	-7	0.6	7	0.7	0.42	7%	-13
COc1ccc(N2CCN(C(=O)Cn3c(=O)[nH]c4ccsc4c3=O)CC2)cc1	0.92	-6	13	-0.25	-1	0.9	0.62	8%	2
COc1ccc(Cn2nnnc2C(c2cc3ccc(OC)cc3[nH]c2=O)N2CCCCCC2)cc1 (stereo not drawn)	2	-6	-14	-1.2	2	0.9	-0.87	7%	6
COc1ccc(-c2nnc(SCC(=O)c3cc(C)n(Cc4cccs4)c3C)o2)cc1	1	7	-12	-0.63	-12	0.8	0.94	3%	-1
CCS(=O)(=O)Nc1ccc2c(c1)N(C(C)=O)c1ccccc1CC2	1.4	0	9	0.5	1	0.9	0.018	3%	7

The closing four compounds of the part above lead into the next.
SMILES	Autofluor 339	RORa activator	SF1 activator	M1 ag	Ec RNAP inh	TNAP act mid DEA	M1 antagonist	NADH enzymes	Ecoli tolC
COc1ccc(N2CCN(C(=O)Cn3c(=O)[nH]c4ccsc4c3=O)CC2)cc1	0.92	-6	13	-0.25	-1	0.9	0.62	8%	2
COc1ccc(Cn2nnnc2C(c2cc3ccc(OC)cc3[nH]c2=O)N2CCCCCC2)cc1 (stereo not drawn)	2	-6	-14	-1.2	2	0.9	-0.87	7%	6
COc1ccc(-c2nnc(SCC(=O)c3cc(C)n(Cc4cccs4)c3C)o2)cc1	1	7	-12	-0.63	-12	0.8	0.94	3%	-1
CCS(=O)(=O)Nc1ccc2c(c1)N(C(C)=O)c1ccccc1CC2	1.4	0	9	0.5	1	0.9	0.018	3%	7
CCOC(=O)c1c(-c2ccc(OC)cc2)nc2nonc2c1N	1.3	-2	-9	0.15	-9	1	0.032	3%	13
CCCCC(=O)Nc1nc(C)c(C(C)=O)s1	1.1	5	24	0.018	15	0.9	-0.72	0%	-12
Cc1c(/C(O)=C2\C(=O)C(=O)N(CCN(C)C)C2c2cccnc2)cnn1-c1ccccc1 (stereo not drawn)	1.1	-8	-6	-0.32	4	0.9	-0.49	4%	12
CN(C)CCCN(C(=O)c1cccs1)c1nc(-c2ccccc2)cs1	1.1	13	-3	14*	13	0.9	-8.7*	7%	4
COC(=O)c1cc(OC)c(OC)cc1NC(=O)Nc1ccccc1OC	2.1*	-2	5	-1.2	3	0.9	0.24	14%[fluoresces]	-16
COc1ccc(C2C(C(=O)c3cccs3)=C(O)C(=O)N2c2nncs2)cc1 (stereo not drawn)	1.1	5	12	93*	5	1	-0.11	3%	-22
CC(C)CNS(=O)(=O)c1ccc(C(=O)Nc2ccc3c(c2)OCCO3)cc1	1.1	73*	9	0.51	5	0.9	-0.19	6%	-16
c1cncc(-c2nnc3sc(C4CCCCC4)nn23)c1	1.1	-14	-10	0.73	-1	0.9	0.82	4%	10
COCCNC(=O)c1cc2c(=O)n3cccc(C)c3nc2n(Cc2ccncc2)c1=N	3.9*	-5	-18	-0.26	2	0.9	-0.8	7%[fluoresces]	-1
O=C(O)C1CCCCC1C(=O)NCCCN1CCOCC1 (stereo not drawn)	1.1	-20	5	0.46	1	1	0.88	5%	-8
O=C(c1cn(-c2ccccc2)nc1-c1ccccc1)N1CCOCC1	1.1	6	0	-0.011	6	1	0.13	0%	-1
Cc1c(C(=O)NCc2cccnc2)oc2ccc(S(=O)(=O)N3CC(C)CC(C)C3)cc12 (stereo not drawn)	1.1	-1	4	-0.26	6	0.9	0.53	5%	11
COc1ccc(N2CSC3=C(C#N)C(c4ccc(OC)c(OC)c4)CC(=O)N3C2)c(OC)c1 (stereo not drawn)	1.2	-18	-8	0.17	6	1	0.043	11%	6
O=C(CN1CCN(c2ccccc2)CC1)Nc1ccccc1C(F)(F)F	1.1	-22	-6	-0.32	-1	0.9	0.86	2%	9
COc1ccc(CNc2nc(-c3cccnc3)nn2C(=O)c2ccco2)cc1	0.98	-5	4	-0.64	6	0.8	0.095	2%	27
O=C(c1ccco1)N1CCN(C(=O)C2CCN(S(=O)(=O)c3cccs3)CC2)CC1	1.1	-10	4	-0.47	9	1	-0.026	4%	-20
COC(=O)C1C(=O)CC(C)(O)C(C(=O)OC)C1c1ccc2c(c1)OCO2 (stereo not drawn)	1.1	-6	10	0.033	8	0.9	0.022	5%	-12
CCOC(=O)CSC(CC)C(=O)Nc1nnc(C(C)C)s1 (stereo not drawn)	1.1	4	18	0.62	2	1	-0.71	7%	-1
O=C(NCC1CCCO1)C1CCC(=O)N1Cc1ccccc1Cl (stereo not drawn)	1	-12	-5	0.36	4	0.9	-0.073	8%	-29
CN(CC(=O)N1CC(=O)N(CCc2ccccc2)C(=O)C1)S(=O)(=O)c1cccc2nsnc12	1.1	21	4	0.014	5	1	-0.049	4%	11
CCOC(=O)N1CCC(NC(=O)c2ccc3c(c2)N(C)CCS3)CC1	3.4*	-6	-19	-1.2	-12	1	-0.22	3%[fluoresces]	-4
OC(CNCc1ccco1)Cn1c2ccccc2c2ccccc21 (stereo not drawn)	1.1	5	13	-2.2	0	0.8	-0.012	7%	12
COc1cc(OC)c(-c2nc3cnccc3n2C)cc1OC	1.1	-3	6	0.031	1	0.9	-0.028	1%	-19
CC(NC(=O)C(c1ccccc1)c1ccccc1)C(=O)O (stereo not drawn)	1	4	8	-0.17	5	0.9	0.87	6%	-13
CCn1c(SCC(=O)NCCc2ccccc2)nnc1-c1ccco1	0.9	7	0	·	2	1	·	13%	·
OC(Cn1nnc2ccccc21)Cn1c(C(F)(F)F)nc2ccccc21 (stereo not drawn)	1	-25	-3	-0.44	6	0.9	-0.43	8%	10
CCCc1ncc(C(=O)c2ccc(OC)cc2)n1C	1.1	-6	-2	0.1	8	0.9	1.4	3%	0
CN(C)c1ccnc(NCc2ccccc2)c1C#N	1.1	12	2	0.38	2	1	-0.048	2%	-6
CC(C(=O)N1CC2(C)CC1CC(C)(C)C2)N1C(=O)c2ccccc2C1=O (stereo not drawn)	1	13	0	0.16	12	0.9	1	3%	-8
COc1ccc(Cl)cc1NC(=O)CN1C(=O)CCS(=O)(=O)c2ccccc21	1	-3	-3	-0.88	7	0.9	1.4	1%	-17
COc1ccccc1Nc1nc(N)nc(-c2cc3ccccc3o2)n1	1.2	39	13	0.11	2	0.9	0.26	3%	-3
CCN1C(c2ccc(F)cc2)=CS/C1=C(\C#N)c1nnc2n1-c1ccccc1SC2	1	-16	2	1.2	7	1	-0.012	9%	2
COc1ccc(C2CC(C(F)(F)F)n3nc(C(=O)O)cc3N2)cc1OC (stereo not drawn)	1	-19	3	0.9	12	0.9	-0.21	5%	-17
COc1ccc(NC(=O)N[C@@H](CCSC)C(=O)O)cc1Cl	1.1	19	-11	·	-4	0.9	·	4%	-6
Cc1ccc(C2CC(=O)Nc3cc4c(cc32)OCCO4)s1 (stereo not drawn)	1.1	4	9	1	·	0.9	0.65	5%	6
Cc1ccc(CNc2ccc3c(c2)OCO3)cc1	1.2	20	8	2.1	5	0.9	0.03	0%	31
CCOC(=O)C1C2C=CC3(CN(c4cccc(Cl)c4)C(=O)C13)O2 (stereo not drawn)	1.1	·	·	0.24	5	0.9	-0.043	2%	-6
O=C(NCCSCc1c(F)cccc1Cl)c1ccco1	1	24	3	0.092	3	0.9	0.046	5%	25
Cn1nccc1/C=C(/C#N)S(=O)(=O)c1ccccc1	1.1	-13	2	-0.23	4	1	0.92	5%	-13
Cc1cc(N)ccc1-n1c(C)ccc1C	1.1	-18	-16	-0.28	1	0.9	-0.036	3%	-14
CCOC(=O)NC1(C(F)(F)F)N=C(c2ccccc2)NC1=O (stereo not drawn)	1.2	-2	-9	0.19	4	1	0.0011	4%	-11
CC(=O)C1=C(O)C(=O)N(c2cccc(C(=O)O)c2)C1c1ccccc1F (stereo not drawn)	1.2	-6	-9	-1.3	11	0.9	-1.5	3%	-4
CCCCCn1c(CN2CC(C)OC(C)C2)nc2c1c(=O)n(C)c(=O)n2C (stereo not drawn)	1.1	3	5	-0.4	4	1	0.21	5%	0
COc1ccccc1N(C)S(=O)(=O)c1ccc(C(=O)NC2=NCCS2)cc1	1	5	0	0.43	6	0.9	-0.029	4%	-5
Cc1ccc(-n2c(SCC(N)=O)nc3c([nH]c4ccccc43)c2=O)cc1	1.1	33	-22	-0.076	6	0.9	-0.6	2%	23

Individual results from the results shown:
CCOC(=O)c1c(C)nc2c(c1C)/C(=N/O)CC(C)(C)C2 in SF1 activator = -2
Cc1ccc(-n2c(SCC(N)=O)nc3c([nH]c4ccccc43)c2=O)cc1 in Ec RNAP inh = 6
O=C(NCCSCc1c(F)cccc1Cl)c1ccco1 in Ecoli tolC = 25

An excerpt from above in order of the Ec RNAP inh value, largest number first.
canonical_smiles | Autofluor 339 | M1 ag | Ec RNAP inh | TNAP act mid DEA | M1 antagonist | NADH enzymes
CCN1C(c2ccc(F)cc2)=CS/C1=C(\C#N)c1nnc2n1-c1ccccc1SC2 | 1 | 1.2 | 7 | 1 | -0.012 | 9%
Cc1ccc(CNc2ccc3c(c2)OCO3)cc1 | 1.2 | 2.1 | 5 | 0.9 | 0.03 | 0%
Cn1nccc1/C=C(/C#N)S(=O)(=O)c1ccccc1 | 1.1 | -0.23 | 4 | 1 | 0.92 | 5%
COc1ccccc1Nc1nc(N)nc(-c2cc3ccccc3o2)n1 | 1.2 | 0.11 | 2 | 0.9 | 0.26 | 3%

Compound activity deposited in PubChem BioAssay by several laboratories.
